# From PubChem
# IL-1B inflam inh: qHTS for Inhibitors of Inflammasome Signaling: IL-1-beta AlphaLISA Primary Screen; AID 743279, 2014; 360,000 compounds, 4.7% hits; THP-1 LPS/ATP IL-1B secretion, AlphaLISA, 16 h; stronger effect = lower value; activity change, % at 57.5 µM; in the data active = activity change below about -50%; inconclusive = mostly about -30% to -49%; note: % is set by controls: 0 for no effect and ±100 for the full control effect
#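 THP-1 cells pretreated 1 hr with compounds (up to 57.5 uM final), then stimulated with LPS (250 ng/mL final) plus ATP (1.25 mM final); secreted IL-1B measured by AlphaLISA after 16 hr, decreased signal indicating inhibition.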
# MCF10A rerep: A quantitative high throughput screen for small molecules that induce DNA re-replication in MCF 10a normal breast cells; Potency, µM (doses to about 46.1 µM), without a hit: top-dose activity, positive = re-replication, usual class: activators; MCF 10A DNA re-replication, Hoechst nuclear intensity, 48 h; 350,000 compounds, 2.9% hits; note: potency is the fitted concentration of half-maximal effect; % of control where 0% means no effect; nearly all actives have a fitted effect of over 50% in size
# WRN inhibitor: qHTS for Inhibitors of WRN Helicase; AID 651768, 2012; 360,000 compounds, 0.46% hits; Potency, µM (doses to about 114 µM), for inactives: at the highest dose activity change, negative = inhibition, hits mostly inhibitors; Bifunctional 3'-5' exonuclease/ATP-dependent helicase WRN (Homo sapiens), Q14191; WRN helicase unwinding, fluorescent forked duplex, kinetic; note: potency is the fitted concentration of half-maximal effect; % is set by controls: 0 for no effect and ±100 for the full control effect; nearly all actives have a fitted effect of over 55% in size
# Target sequence (Q14191 whole entry, looked up): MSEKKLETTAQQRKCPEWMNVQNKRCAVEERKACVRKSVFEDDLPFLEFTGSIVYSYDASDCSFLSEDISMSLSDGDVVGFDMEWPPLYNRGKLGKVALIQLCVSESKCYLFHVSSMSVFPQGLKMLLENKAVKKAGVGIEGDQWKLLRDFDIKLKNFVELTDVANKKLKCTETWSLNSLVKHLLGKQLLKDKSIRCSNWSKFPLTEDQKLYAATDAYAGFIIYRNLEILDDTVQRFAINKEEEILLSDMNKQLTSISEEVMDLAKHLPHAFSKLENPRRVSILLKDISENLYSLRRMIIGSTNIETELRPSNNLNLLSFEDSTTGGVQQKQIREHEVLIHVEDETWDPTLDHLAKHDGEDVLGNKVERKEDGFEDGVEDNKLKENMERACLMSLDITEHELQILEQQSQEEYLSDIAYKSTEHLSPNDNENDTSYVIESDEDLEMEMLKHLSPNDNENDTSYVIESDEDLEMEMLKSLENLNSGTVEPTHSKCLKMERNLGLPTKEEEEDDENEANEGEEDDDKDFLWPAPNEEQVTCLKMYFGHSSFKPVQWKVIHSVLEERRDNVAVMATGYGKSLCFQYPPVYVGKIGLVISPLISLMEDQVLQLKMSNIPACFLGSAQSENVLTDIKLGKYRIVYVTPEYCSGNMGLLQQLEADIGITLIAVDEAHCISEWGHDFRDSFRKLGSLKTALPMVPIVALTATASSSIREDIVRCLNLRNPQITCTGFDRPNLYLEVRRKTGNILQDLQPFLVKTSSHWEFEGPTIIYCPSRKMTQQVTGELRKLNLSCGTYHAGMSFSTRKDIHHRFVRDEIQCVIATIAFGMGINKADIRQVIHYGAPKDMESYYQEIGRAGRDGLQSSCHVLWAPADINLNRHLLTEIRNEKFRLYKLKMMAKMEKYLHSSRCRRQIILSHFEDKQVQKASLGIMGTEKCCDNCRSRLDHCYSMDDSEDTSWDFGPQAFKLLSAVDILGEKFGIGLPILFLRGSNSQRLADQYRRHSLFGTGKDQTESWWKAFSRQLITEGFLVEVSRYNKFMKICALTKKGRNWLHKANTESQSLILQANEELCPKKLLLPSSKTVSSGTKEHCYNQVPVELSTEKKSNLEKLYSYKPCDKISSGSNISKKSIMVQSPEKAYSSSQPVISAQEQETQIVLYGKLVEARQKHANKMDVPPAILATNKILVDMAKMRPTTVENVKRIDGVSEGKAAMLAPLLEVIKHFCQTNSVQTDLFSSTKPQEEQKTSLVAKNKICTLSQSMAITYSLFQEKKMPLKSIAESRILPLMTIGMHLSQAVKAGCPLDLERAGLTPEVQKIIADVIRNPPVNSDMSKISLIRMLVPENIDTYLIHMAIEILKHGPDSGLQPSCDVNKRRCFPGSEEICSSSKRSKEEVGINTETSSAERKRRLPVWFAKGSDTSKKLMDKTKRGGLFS
#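 Primary qHTS, 1536-well format. 20 nM WRN + compound, 15 min RT; start with 100 nM forked fluorophore/quencher duplex, 2 mM ATP (final); kinetic read ex 525/em 598 nm.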
# KB-V1 MDR tox: qHTS assay for MDR1-selective chemotherapeutics: Primary screen using the drug-selected MDR subline cells KB-V1 | KB-V1 MDR cells viability, CellTiter-Glo, 72 h | Potency, µM (titrated, usually from 46.1 µM), for inactives: at the highest dose activity change, negative = cytotoxicity, most hits filed as cytotoxic | 400,000 compounds, 3.4% hits | AID 1347076, 2019; note: potency is the fitted concentration of half-maximal effect; % is set by controls: 0 for no effect and ±100 for the full control effect; nearly all actives have a fitted effect of over 60% in size
#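 Readout: CellTiter-Glo luminescence, 10 min after addition. Cells: KB-V1 MDR subline, 72 h at 37 degrees C with compound. Analysis: corrected, normalized data fitted to concentration-effect curves.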
# HT1080NT lethal: qHTS for induction of synthetic lethality in tumor cells producing 2HG: qHTS for the HT-1080-NT fibrosarcoma cell line; HT-1080-NT fibrosarcoma viability, CellTiter-Glo ATP luminescence, 48 h; Potency, µM (highest dose often 46.1 µM), for the others: at the top dose activity, negative = less viability, usual class: cytotoxic; 360,000 compounds, 1.6% hits; AID 686970, 2013;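 note: NT is the 2HG producing partner of a matched IDH1 knockdown line; potency is the fitted concentration of half-maximal effect; 0% = DMSO-treated cells and -100% = media-only wells without cells; nearly all actives have a fitted effect of over 55% in size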
#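 HT-1080-NT; 750 cells/well; 5% FBS RPMI; 48 h compound, 37 degrees C; CellTiter-Glo luminescence; curve fitting and curve-class assignment.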
# HT1080 IDH1KD tx: qHTS for induction of synthetic lethality in tumor cells producing 2HG: qHTS for the HT-1080-IDH1KD cell line. HT-1080 IDH1 knockdown viability, ATP luminescence, 48 h. Potency, µM (series often up to 46.1 µM), for inactives: at the top dose activity, negative = toxicity, actives largely listed as cytotoxic. 360,000 compounds, 2% hits. AID 686971, 2013;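 note: potency is the fitted concentration of half-maximal effect; 0% = DMSO wells and -100% = cell-free medium wells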
#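 Luminescent ATP read-out (CellTiter-Glo, 10 min at room temperature) after 48 h compound exposure at 37 °C gave viability of IDH1-knockdown HT-1080 cells. Activity was normalised to DMSO and cell-free wells, then fitted as concentration-response curves.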
# KB-3-1 tox: qHTS assay for MDR1-selective chemotherapeutics: Primary screen using the parental adenocarcinoma cell KB-3-1 | KB-3-1 viability, CellTiter-Glo ATP luminescence, 72 h | Potency, µM (highest dose often 46.1 µM), inactives show top-dose activity change, negative = cytotoxic, most hits filed as cytotoxic | 400,000 compounds, 1.4% hits | AID 1347075, 2019; note: potency is the fitted concentration of half-maximal effect; % is set by controls: 0 for no effect and ±100 for the full control effect; nearly all actives have a fitted effect of over 60% in size
#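 72 h, 37 °C compound treatment of KB-3-1 parental cells; CellTiter-Glo added, 10 min, luminescence read. Data corrected against DMSO-only plates and normalized before curve fitting.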
# ATXN2 expr inh: Primary qHTS for Inhibitors of ATXN expression. HEK-293 ATXN2-luciferase reporter, luminescence, 24 h. Potency, µM (highest dose often 57 µM), without a hit: at the highest dose activity change, negative = inhibition, most hits filed as inhibitors. 360,000 compounds, 0.72% hits; note: potency is the fitted concentration of half-maximal effect; % is set by controls: 0 for no effect and ±100 for the full control effect; nearly all actives have a fitted effect of over 55% in size
#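 qHTS (up to 57 uM final) was run with 24 h compound exposure of reporter cells at 37 °C. Each well was multiplexed: SteadyGlo luminescence measured ATXN2-luciferase expression after a fluorogenic Gly-Phe-AFC viability readout (25 uM final).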
# SW480 rerep: A quantitative high throughput screen for small molecules that induce DNA re-replication in SW480 colon adenocarcinoma cells. Potency, µM (highest dose often 46.1 µM), for the others: at the highest dose re-replication activation, usual class: activators. 340,000 compounds, 1.8% hits. SW480 DNA re-replication, Hoechst DNA content imaging, 48 h; note: potency is the fitted concentration of half-maximal effect; % of control where 0% means no effect; nearly all actives have a fitted effect of over 55% in size
#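 Cells (250 per well) received 23 nL compound or DMSO by pin tool and were kept 48 hr at 37 C, 5% CO2. Nuclei were then stained with Hoechst for 40 min and scanned for DNA content.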
# * hit, by the source's call; ? = inconclusive; nt = not tested or not shown; & = joins results of further samples; [ ] = remark or other dose. Unless noted, calls come from the whole dose curve; as a rule, active = well fitted curve in the direction sought with a large enough effect; inconclusive = small, poorly fitted or top-dose-only effect, or another doubt; inactive = no such curve, though single readings can be large; an effect the other way counts as inactive or inconclusive. Random draw from the library (roughly 12% active in at least one column).
SMILES,IL-1B inflam inh,MCF10A rerep,WRN inhibitor,KB-V1 MDR tox,HT1080NT lethal,HT1080 IDH1KD tx,KB-3-1 tox,ATXN2 expr inh,SW480 rerep
O=C(CCn1c(=S)[nH]c2ccccc2c1=O)N1CCCCC1,-3,2%,2%,-7%,-1%,-1%,?,nt,?
CCNc1nc(NCC)nc(N/N=C/c2ccccc2)n1,7,-4%,-6%,1%,0%,5%,9%,-2%,-3%
Cc1ncc(CO)c(/C=N/NC(=O)c2cc(Br)ccc2O)c1O,95,2%,-5%,-15%,?,?,-2%,nt,-109%[inhibitor]
O=C1CC(c2ccccc2)n2nc(NC(=O)c3ccccc3)nc2N1 (stereo not given),8,-2%,1%,8%,-1%,-7%,-1%,nt,-5%
COc1ccccc1-c1nc2n(n1)C(c1cccs1)C(C(=O)Nc1cccnc1)=C(C)N2 (stereo not given),-2,7%,8%,-17%,-6%,-5%,15%,1%,1%
O=C(O)C1CCCCC1C(=O)NC(c1ccccc1)c1ccccc1 (stereo not given),28,6%,-2%,0%,9%,11%,20%,-6%,-57%[inhibitor]
COc1ccccc1NC(=O)CSCc1cc(=O)n2c(C)csc2n1,35,1%,8%,-2%,3%,4%,18%,13%,2%
CCOc1ccc(NC(=O)Cn2nnc(C(=O)NCc3cccs3)c2N)cc1,66,0%,-2%,?,?,?,-3%&-2%,-10%&-1%,0%
COc1ccc(S(=O)(=O)N(C)CC(=O)NC2CC2)cc1OC,-2,8%,2%,6%,15%,18%,4%,7%,-2%
CCN(CC)CCCn1c(=S)[nH]c2ncccc2c1=O,-19,2%,3%,4%,-8%,1%,-4%,-4%,-17%
Cc1ccccc1OCc1nc2ccccc2c(=O)n1NC(=O)c1ccco1,-6,3%,2%,-5%,-2%,-2%,-1%,-20%,0%
CC(=O)c1cc(C)ccc1OC(=O)c1ccncc1,-3,-1%,-8%,8%,1%,6%,3%,nt,1%
CCn1c(=O)c2sccc2n2c(CCCC(=O)NCCc3ccc(S(N)(=O)=O)cc3)nnc12,-15,23%,-4%,16%,-23%,-24%,-9%,10%,-3%
CC1CCN(c2ccc(NC(=O)c3ccc([N+](=O)[O-])o3)cc2)CC1,-109*,3.3µM*,4%,10µM*,16µM*,7.3µM*,5.2µM*,13%,9.2µM*
COc1ccc(N(CC(=O)NC2CCCCC2)C(=O)c2snc(C(N)=O)c2N)cc1,-11,?,0%,-6%,-19%,6%,-16%,-3%,-2%
CC1([N+](=O)[O-])COC(c2cccc3ccccc23)OC1 (stereo not given),5,-1%,-21%,-14%,0%,-8%,8%,0%,?
CC(C)N(Cc1ccccc1)C(=O)COC(=O)c1ccccc1SCC(=O)N1CCCC1,-15,?,-7%,?,-3%,-1%,0%,-8%,-60%[inhibitor]
CCOC(=O)c1cnc2ccccc2c1NCc1ccco1,?,-5%,-1%,?,1%,0%,-3%,nt,-10%
N/C(=N\OC(=O)/C=C/c1ccccc1)c1ccncc1,-50*,14%,-1%,10%,6%,4%,11%,24%,-102%[1.84 µM]
Cc1cc(Cl)c2oc(C(=O)N3CCN(c4ccncc4)CC3)c(C)c2c1,-88*,5.8µM*,5%,?,12µM*,12µM*,?,?,12µM*
COc1cc(OC)cc(-c2cn[nH]c2N)c1,12,1%,-7%,4%,-9%,-6%,?,2%,3%
CCc1nnc(SCc2ccc([N+](=O)[O-])cc2)nc1CC,-10,-13%,-4%,-14%,-3%,-3%,-9%,-11%,-14%
Cc1ccc(-c2nc3cc(NC(=O)C(C)C)ccc3o2)cc1,0,-2%,-8%,4%,11%,4%,5%,-25%,2%
CC(=O)Nc1ccc2c(c1)nc(CN1CCCC1)n2C,47,-6%,15%,-5%,13%,5%,1%,-7%,-3%
CCn1cc(CN2CCc3c([nH]c4ccccc34)C2c2cccc(OC)c2)c(C)n1 (stereo not given),9,22%,-3%,-5%,-26%,-24%,-3%,5%,0%
Fc1ccc(Cn2c(-c3cscn3)nc3ccccc32)c(Cl)c1,-10,-28%,6%,-16%,-6%,-9%,-19%,-19%,3%
Cc1cc(C(=O)CCl)c(C)n1CC1COc2ccccc2O1 (stereo not given),-69*,?,-5%,?,15µM*,15µM*,?,?,-2%
Cc1ccc(CNC(=O)c2ccc(N(C)C)cc2)cc1,18,?,12%,16%,8%,10%,1%,-7%,-55%[inhibitor]
CN1CCN(CC2(O)CCN(S(=O)(=O)c3ccc(Cl)cc3)CC2)CC1,-7,?,4%,8%,-6%,1%,11%,-2%,8%
CC(=O)CCSc1nnc(-c2cccc(S(=O)(=O)N3CCOCC3)c2)o1,-4,2%,-5%,-25%,-2%,5%,3%,-2%,5%
CC(=O)Nc1csc2ccccc12,22,2%,4%,1%,-3%,-4%,3%,nt,-38%
Fc1ccccc1-c1nc(-c2ccncc2)no1,27,-8%,6%,?,-4%,1%,0%,64%[activator],-7%
CC(C)NC(=O)c1ccc(NC(=O)CC2SC(N3CCCC3)=NC2=O)cc1 (stereo not given),-6,1%,-3%,16%,16%,2%,17%,7%,-17%
COc1cc(/C=N/Nc2ncc(C(F)(F)F)cc2Cl)cc(OC)c1O,-10,-4%,-14%,21µM*,3%,0%,?,-7%,-3%
CCOC(=O)C1(C)C=C(Nc2ccc(OC)cc2)C(=O)N1c1ccc(OC)cc1 (stereo not given),10,-1%,17%,18%,16%,13%,3%,-5%,-3%
O=C(OCC(=O)N1CCOCC1)c1ccc(F)cc1Cl,3,1%,4%,5%,3%,3%,-16%,22%,0%
COc1ccc(CN(CCNC(=O)CCCCC(=O)NCCN(Cc2ccc(OC)cc2)C(C)C)C(C)C)cc1,?,4%,5%,21%,-6%,-18%,-9%,nt,?
CCOC(=O)CSc1nnc(CNC(=O)c2cccs2)n1-c1ccccc1,-13,-3%,1%,2%,11%,20%,0%,0%,-12%
COc1ccc(C(C(=O)NC(C)(C)C)N(C(=O)CNC(=O)c2cccs2)c2cccnc2)cc1OC (stereo not given),-1,-1%,-6%,10%,1%,-4%,0%,-16%,3%
Cc1cnc(C(=O)OCC(=O)Nc2ccc(Br)cc2F)cn1,8,5%,-9%,1%,11%,1%,-7%,8%,-3%
Cc1ccccc1NC(=O)CNC(=O)N1CC(=O)Nc2ccccc21,20,nt,0%,-21%,-1%,6%,11%,nt,nt
COc1ccccc1-c1c(C)c(C)nc(N)c1C#N,8,-2%,5%,2%,2%,-1%,13%,-4%,-10%
CSCCC(NS(=O)(=O)c1ccccc1F)C(=O)NCc1cccnc1 (stereo not given),12,nt,-13%,0%,4%,7%,?,5%,nt
COc1ccc(-c2cc(C(F)(F)F)n3nc(C(=O)NCCCN4CCOCC4)cc3n2)cc1,-14,?,0%,-23%,-1%,4%,0%,-23%,8.2µM*
CCN(CC)CCCNC(=O)c1cc(-c2ccc3c(c2)OCO3)on1,-2,12%,27%,-9%,-1%,0%,1%,0%,2%
CCOC(=O)N1CCN(C(=O)Cc2cccc3ccccc23)CC1,7,-4%,1%,12%,13%,7%,4%,nt,-69%[inhibitor]
O=C(O)[C@@H]1CCCC[C@@H]1C(=O)N1CCc2ccccc2C1CN1C(=O)c2ccccc2C1=O (stereo not given in full),28,-2%,-6%,14%,-20%,-16%,-3%,-5%,-2%
Cc1ccc(/C=N/N2CCN(Cc3ccc(Cl)cc3)CC2)o1,-15,?,-19%,-2%,-1%,-9%,-2%,6%,0%
O=C(c1ccc(NC2=NC3CS(=O)(=O)CC3S2)cc1)N1CCN(c2ccc([N+](=O)[O-])cc2)CC1 (stereo not given),0,-2%,1%,15%,0%,13%,0%,0%,-10%
O=C(NN=C1CCN(Cc2ccccc2)CC1)c1cc2ccccc2cc1O,0,0%,1%[11.6 µM],-23%,-6%,-2%,-5%,2%,nt
C=CCn1c(SCC(=O)Nc2ccccc2-c2ccccc2)nc2cc(C(=O)O)ccc2c1=O,45,3%,-2%,4%,8%,0%,15%,-22%,2%
COc1ccc(Nc2nc3[nH]c(=O)cc(O)c3s2)cc1,-13,16%,-5%,14%,-10%,2%,-10%,2%,2%
CC(C)=NOc1cc(NC(=O)CCl)cc([N+](=O)[O-])c1,-100*,6.5µM*,-35%[57.1 µM],16µM*,5.8µM*,9.2µM*,18µM*,?,9.2µM*
COc1cc2c(cc1OC)[C@@H](NC(=O)CCc1ccccc1)[C@H](OCc1ccccc1)C2,-21,-7%,-11%,0%,0%,-12%,0%,11%,?
Cc1nc(SC(C(N)=O)c2ccccc2)c(C#N)c(C)c1C (stereo not given),17,-6%,-18%,-12%,-2%,-16%,1%,30%,-7%[9.22 µM]

# 2 entries drawn at random from the list so far, as already listed:
SMILES,IL-1B inflam inh,MCF10A rerep,WRN inhibitor,KB-V1 MDR tox,HT1080NT lethal,HT1080 IDH1KD tx,KB-3-1 tox,ATXN2 expr inh,SW480 rerep
CC1([N+](=O)[O-])COC(c2cccc3ccccc23)OC1 (stereo not given),5,-1%,-21%,-14%,0%,-8%,8%,0%,?
COc1ccccc1-c1nc2n(n1)C(c1cccs1)C(C(=O)Nc1cccnc1)=C(C)N2 (stereo not given),-2,7%,8%,-17%,-6%,-5%,15%,1%,1%
